Screening results (PubChem)
TDP2 inh: blocks human TDP2 phosphodiesterase activity | recombinant TDP2, T5PNP hydrolysis, p-nitrophenol absorbance 415 nm | AID 720702 | inhibition, % at 12.8 µM | O95551 | 370,000 tested, 0.34% active;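 active = inhibition above the mean of all tested compounds plus 3 SD, set per campaign, cut at about 25% in these data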;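 also: 0% = DMSO with enzyme and 100% = buffer with substrate but no TDP2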
Target sequence (O95551 whole entry, looked up): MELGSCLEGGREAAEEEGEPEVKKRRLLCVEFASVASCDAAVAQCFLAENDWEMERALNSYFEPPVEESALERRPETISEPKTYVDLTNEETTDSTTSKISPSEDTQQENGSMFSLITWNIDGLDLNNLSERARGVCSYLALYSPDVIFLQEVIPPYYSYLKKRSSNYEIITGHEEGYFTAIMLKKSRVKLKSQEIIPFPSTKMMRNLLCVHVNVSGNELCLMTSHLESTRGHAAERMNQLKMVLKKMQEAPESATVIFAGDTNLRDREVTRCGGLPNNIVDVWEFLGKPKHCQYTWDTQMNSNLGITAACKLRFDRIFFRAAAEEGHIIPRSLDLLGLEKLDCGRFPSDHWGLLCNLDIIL
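Test system: Human TDP2 enzyme | Reagent: 5 mM T5PNP | Compound dosing: 12.8 µM single point, 1% DMSO | Incubation: Enzyme reaction with compound for 2 h at 37 °C | Technique: p-Nitrophenol epi absorbance | Read-out: % inhibition relative to enzyme-containing and enzyme-free wells | Benchmarks: High control without enzyme, low control DMSO plus TDP2 | Replicates: Singlicate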
DDE Tn6 FP inh: inhibitors of Tn6 peptide binding to human fibrin DD(E). Fibrin DD(E) TRITC-Tn6 fluorescence polarization displacement. 370,000 tested, 0.21% active. P02675. inhibition, % at 8.3 µM;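 active = inhibition above a per-campaign cutoff: mean of compounds within control limits plus 3 SD, cut at about 15% in these data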;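 also: 0% = median of all compound wells on the plate and 100% = blocking peptide control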
ADAM17 inh: inhibitors of human ADAM17; AID 720648; recombinant ADAM17, EDANS/DABCYL FRET peptide cleavage; P78536; inhibition, % at 6.95 µM; 370,000 tested, 0.83% active;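 active = inhibition above the mean of compounds lying between control limits plus 3 SD, set per campaign, cut at about 8.5% in these data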;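 also: 0% = DMSO-only wells as the low control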
LEDGF integ inh: blocks HIV-1 LEDGF/p75-dependent DNA integration. TR-FRET IN-LEDGF/p75 DNA integration, Eu/Cy5. inhibition, % at 3.7 µM. 370,000 tested, 0.64% active;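 active = inhibition above the screen-wide mean plus 3 SD, cut at about 13% in these data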;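 also: signal is the Cy5 over europium emission ratio at 671 and 618 nm; 0% = plate median of compound wells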
KLK7 zymogen act: activates the human kallikrein-7 zymogen; P49862; purified proKLK7, EDANS-DABCYL substrate fluorescence; 100% is mature enzyme control, 0% vehicle; activation, % at 7 µM; 370,000 tested, 0.9% active;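 active = activation above the mean of all tested compounds plus 3 SD, computed per campaign excluding outliers beyond control limits, cut at about 13% in these data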
DDE Tn7 FP inh: DD(E)-Tn7 binding inhibition, primary FP screen; inhibition, % at 8.3 µM; 370,000 tested, 0.13% active; AID 720508; P02675; FP displacement of FITC-Tn7 peptide from fibrin DD(E); 0% = median of compound wells per plate;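 active = inhibition above the mean of compounds falling within the control limits plus 3 SD of them, cut at about 14% in these data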;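 also: 0% = plate median of compound wells and 100% = 10 µM Aha-Tn7 peptide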
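Assay system: Fibrin-DD(E) protein isolated from polymerized human fibrin clots; read-out basis: percent inhibition; medium: Tris/NaCl/CaCl2 buffer, pH 7.8; signal: FP measurement; incubation: 10 min plus 3 h, room temperature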
ADAM10 inh: inhibits human ADAM10; O14672; recombinant ADAM10, EDANS/DABCYL FRET peptide cleavage, 3 h; inhibition, % at 7 µM; 370,000 tested, 0.62% active; AID 720582;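 active = inhibition above a per-campaign cutoff equal to the mean of compounds falling between control-based bounds plus 3 SD, cut at about 20% in these data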;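 also: 0% = DMSO wells while the 100% control is not disclosed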
ARFGAP1 inh: inhibits rat ARF GTPase activating protein 1; AID 651572; inhibition, % at 16.5 µM; Arfgap1-stimulated ARF1 GTP hydrolysis, GDP FP detection; 360,000 tested, 0.26% active;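 active = inhibition above a per-plate limit, mean inhibition of low control wells plus 3 SD, cut at about 25% in these data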;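 also: 0% = DMSO wells with enzyme and 100% = wells lacking Arfgap1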
Target sequence (Q62848 1-136 limits assumed): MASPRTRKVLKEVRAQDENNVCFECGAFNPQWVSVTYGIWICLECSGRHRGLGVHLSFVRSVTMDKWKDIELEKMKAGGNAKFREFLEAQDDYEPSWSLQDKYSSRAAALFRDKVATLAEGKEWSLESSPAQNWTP
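Material: rat Arfgap1 catalytic domain, aa 1-136; also added: human ARF1(Δ1-17)-GTP substrate; compound dosing: one concentration, 16.5 µM, DMSO 1.26%; incubation: GTP hydrolysis reaction 2 h at 25 °C; measured by: Tracer-displacement fluorescence polarization with EDTA stop, 620/688 nm; evaluation: % inhibition from polarization; repeats: one replicate per compound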
PLC-gamma1 inh: PLC-gamma1 (human) inhibition, primary screen; 370,000 tested, 0.84% active; inhibition, % at 12.2 µM; P19174; AID 720700; purified PLC-gamma1, fluorogenic substrate, fluorescence; in the data active = inhibition above about 9.5%
ASAP1 GAP inh: inhibitors of human ASAP1 ArfGAP activity; ASAP1-stimulated ARF1 GTP hydrolysis, GDP FP detection; inhibition, % at 16.5 µM; Q9ULH1; 360,000 tested, 0.19% active; in the data active = inhibition above about 25%;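 also: 0% = vehicle with enzyme and substrate and 100% = no enzyme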
Target sequence (Q9ULH1 325-724 limits assumed): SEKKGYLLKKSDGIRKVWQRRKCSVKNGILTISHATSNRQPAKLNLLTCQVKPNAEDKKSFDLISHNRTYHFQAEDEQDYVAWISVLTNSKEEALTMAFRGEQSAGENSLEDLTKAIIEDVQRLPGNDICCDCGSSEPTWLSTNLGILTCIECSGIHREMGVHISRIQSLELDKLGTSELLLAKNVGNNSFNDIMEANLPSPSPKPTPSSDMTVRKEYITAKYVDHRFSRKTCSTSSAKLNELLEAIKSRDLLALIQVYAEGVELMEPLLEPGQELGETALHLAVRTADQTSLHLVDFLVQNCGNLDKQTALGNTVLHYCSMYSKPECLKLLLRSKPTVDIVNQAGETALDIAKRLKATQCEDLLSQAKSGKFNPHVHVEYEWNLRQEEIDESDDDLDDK
An asterisk follows results filed as active.

SMILES	TDP2 inh	DDE Tn6 FP inh	ADAM17 inh	LEDGF integ inh	KLK7 zymogen act	DDE Tn7 FP inh	ADAM10 inh	ARFGAP1 inh	PLC-gamma1 inh	ASAP1 GAP inh
O=C(COC(=O)CCNS(=O)(=O)c1ccccc1)Nc1ccc(OC(F)F)cc1	-4	-3	-3	-1	0.6	-6	-6	10	0	13
COc1ccc(OC)c2nc(-c3ccncc3)ccc12	-8	7	-5	-2	0.4	-4	-5	12	-27	0
CCOC(=O)c1ccc(-n2nc(C)cc2C)cc1	7	-5	-3	3	0.0	3	2	-5	3	-9
Cc1ccc(S(=O)(=O)NCC(=O)Nc2ccc3c(c2)OCO3)cc1	-17	1	0	-1	-0.3	-3	2	-2	0	1
C=CCOCC(O)Cn1c(N2CCCC2)nc2c1c(=O)n(C)c(=O)n2C (stereo not drawn)	3	-1	-3	-3	0.0	3	-5	8	-1	2
O=C(O)C1C2OC3C(OC(=O)C31)C2Br (stereo not drawn)	8	0	-4	0	-0.6	-1	-2	0	-2	10
Cc1ccc(NC(=O)CCOc2ccccc2C)cc1F	-1	-5	3	1	0.3	-10	8	4	5	3
C=CCNc1nc(-c2sc(NC(=O)C(C)(C)C)nc2C)c(-n2cc(-c3ccccc3)nn2)s1	-9	-9	5	3	0.4	-7	2	14	-12	-3
Cc1c(C(=O)NCc2ccc(C(C)C)cc2)sc(=O)n1Cc1ccc(S(=O)(=O)N(C)C)cc1	-1	2	2	-5	0.4	4	2	4	2	11
COC(=O)C[C@H]1C[C@@H]2c3cc(NS(=O)(=O)c4cccc(OC)c4)ccc3O[C@@H]2[C@@H](CO)O1	1	-9	-3	-1	0.5	0	-13	3	0	6
COc1cc(/C=N/NC(=O)c2ccc(-c3ccccc3)cc2)cc(OC)c1OC	8	0	-11	2	0.4	2	-35	10	-394	-19
COc1ccc(-c2nnc(N(C)C(=O)c3ccco3)s2)cc1OC	-1	5	0	-1	-0.1	3	1	3	1	-3

Profiles as entered above:
C=CCOCC(O)Cn1c(N2CCCC2)nc2c1c(=O)n(C)c(=O)n2C (stereo not drawn) as listed: TDP2 inh: 3; DDE Tn6 FP inh: -1; ADAM17 inh: -3; LEDGF integ inh: -3; KLK7 zymogen act: 0.0; DDE Tn7 FP inh: 3; ADAM10 inh: -5; ARFGAP1 inh: 8; PLC-gamma1 inh: -1; ASAP1 GAP inh: 2
Cc1ccc(S(=O)(=O)NCC(=O)Nc2ccc3c(c2)OCO3)cc1 as listed: TDP2 inh: -17; DDE Tn6 FP inh: 1; ADAM17 inh: 0; LEDGF integ inh: -1; KLK7 zymogen act: -0.3; DDE Tn7 FP inh: -3; ADAM10 inh: 2; ARFGAP1 inh: -2; PLC-gamma1 inh: 0; ASAP1 GAP inh: 1

(listing goes on)
SMILES	TDP2 inh	DDE Tn6 FP inh	ADAM17 inh	LEDGF integ inh	KLK7 zymogen act	DDE Tn7 FP inh	ADAM10 inh	ARFGAP1 inh	PLC-gamma1 inh	ASAP1 GAP inh
COc1cc(C2SCC(=O)N2Cc2ccccc2)ccc1O (stereo not drawn)	6	1	-1	1	-0.4	6	2	1	2	-9
Cc1ccc2nc(NC(=O)Cn3cc4c(n3)CCCCC4)sc2c1	0	-1	4	-1	-0.6	-4	-1	-12	-3	9
COc1ccc(C2N(c3ccccc3)C(=S)N3CCCN23)cc1 (stereo not drawn)	12	-1	-1	2	0.3	-2	1	4	1	7
COc1cc(/C=N/NC(=O)c2cc3c(ccc4ccccc43)o2)cc(OC)c1O	-10	-16	-25	2	3.0	2	-59	-6	-114	4
O=C1c2ccccc2C(c2nc3ccccc3[nH]2)N1c1ccccn1 (stereo not drawn)	6	-1	-15	2	0.7	5	-46	-14	-27	2
COc1ccc(CCNC(=O)COC(=O)C2CC2C)cc1OC (stereo not drawn)	6	2	-6	-4	-0.1	0	2	-3	1	-18
CCN(C(=O)CN1C(=O)NC2(CCc3ccccc32)C1=O)C1CCS(=O)(=O)C1 (stereo not drawn)	10	-5	-9	-2	-1.8	-4	-15	13	-2	6
CS(=O)(=O)Nc1ccc(C2=NN(C(=O)c3ccco3)C(c3ccco3)C2)cc1 (stereo not drawn)	-2	-7	0	-3	-1.8	-4	-16	9	-24	10
O=C(c1cc(=O)[nH]c2ccccc12)N1CCc2ccccc2C1	-3	-4	-20	-1	1.1	10	-43	-13	-13	5
O=C(NC(c1ccccc1)c1c(O)ccc2ccccc12)c1ccccc1Cl (stereo not drawn)	-14	-12	10*	1	-0.6	-4	21*	16	6	4
COc1ccc(CN2CN(c3ccc(Cl)cc3)C(=O)N(n3cnnc3)C2)cc1	12	7	-3	0	0.0	0	6	6	1	0
O=C(OCC(=O)N1CCCC1=O)c1cc(S(=O)(=O)N2CCOCC2)ccc1F	6	4	-3	4	0.0	8	0	5	0	-3
CC(C)C[C@H]1CN(CCCC[C@H]2CNC(=O)C(=O)N2Cc2ccccc2)C(=O)C(=O)N1CCC1CCCCC1	-3	-7	-1	6	0.1	-2	1	6	0	15
COC(=O)C1CCN(C(=O)CC(NC(=O)C(F)(F)F)c2cccs2)CC1 (stereo not drawn)	-5	-2	-3	3	0.0	-4	-11	-9	2	-7
O=C(COc1ccccc1)OCC(=O)N1CCCc2ccccc21	2	1	-4	-7	-0.1	-6	3	3	1	0
CCn1c(SCc2cccc(F)c2)nnc1-c1ccncc1	-6	0	-3	5	0.1	-4	2	-2	-1	-5
Cc1[nH]n(C)c(=O)c1[N+](=O)[O-]	6	4	-3	-2	-0.5	6	2	14	2	-22
COc1ccc(NC(=O)CN2C(=O)C(=O)N(C3CCCC3)C2=O)c(OC)c1	2	1	0	-2	-0.1	5	-8	4	1	-6
CCC(CC)C(=O)NCCNC(=O)C(CC)CC	-3	10	-2	-3	0.0	5	-3	-3	0	-15
COCCN(C(=O)c1cc(Cl)nc2ccccc12)c1c(N)n(Cc2ccccc2)c(=O)[nH]c1=O	4	1	-1	7	-0.5	4	1	0	-1	-7
COc1cccc(CNC(=O)COC(=O)CN2C(=O)NC3(CCCCC3C)C2=O)c1 (stereo not drawn)	1	-3	-4	2	-0.4	-2	-4	5	-4	-10
Cc1cc(=O)oc(C)c1C(=O)OCC(=O)c1ccc(Cl)cc1	6	13	0	2	0.5	5	-3	-5	-2	7
CC(C)CC(OC(=O)c1nsc(Cl)c1Cl)C(=O)NC1CCCC1 (stereo not drawn)	-2	6	0	2	0.6	3	2	6	-2	6
O=C(O)c1cc(-n2nnnc2SCc2ccc([N+](=O)[O-])cc2)ccc1Cl	-6	1	1	0	0.4	2	-1	1	3	-8
CC(c1ccccc1C(=O)O)c1cc(F)cc2ccccc12 (stereo not drawn)	2	-4	-3	5	-0.1	1	-1	6	2	-1
Cc1cccc(CNC(=O)Cn2ccc3cc(S(=O)(=O)N4CCCCCC4)ccc32)c1	2	1	4	1	1.3	-2	14	4	1	-3
CCCCNC(=O)COC(=O)c1ccc(C)c(NC(=O)c2ccco2)c1	4	1	1	3	-0.4	-5	-2	-8	4	13
CO/C=C/C#CC1(O)CCN(C)CC1	1	-4	-4	2	0.2	-2	-9	1	6	10
Cc1nc2ccc(Br)cn2c1C(=O)N/N=C\c1ccccc1[N+](=O)[O-]	1	2	-2	-2	0.4	-2	-6	3	0	-16
CCN(CC)C(=S)SCC(=O)Nc1nc(-c2ccccc2)c(-c2ccccc2)o1	3	6	6	4	-0.6	-1	10	-5	-3	13
FC(F)(F)c1cc(Sc2ccccc2)nc(-c2ccccn2)n1	-8	-13	1	3	-0.1	-6	-2	5	5	-2
CSCC[C@H](NC(=O)OC(C)(C)C)c1nnc(SCc2cccc(F)c2)o1	2	-3	1	4	-0.6	7	20*	-9	3	6
O=C(CSc1nnc(NC2CCCCC2)s1)NCc1ccco1	-12	-7	-7	-5	0.3	2	-11	7	0	2
CCOC(=O)C1=C(COC(=O)[C@H](C)NS(=O)(=O)c2ccc(NC(C)=O)cc2)NC(=O)NC1C (stereo partly drawn)	0	-5	-5	-7	-0.1	2	-13	-7	3	5
COc1ccc(CCNC(=O)c2c(C)noc2C)cc1	-5	-3	0	0	-0.6	-2	8	3	4	10
N#Cc1ccsc1NC(=O)CN1CCN(c2ccccn2)CC1	5	1	-7	1	-0.8	-5	-9	1	-5	3
Cc1onc(-c2c(F)cccc2Cl)c1C(=O)Nc1nc2ccccc2[nH]1	0	0	4	0	-0.2	0	4	0	3	-2
CCOC(=O)N1CCN(C(=O)CN(C)S(=O)(=O)c2ccc(OCC)cc2)CC1	-16	0	1	-4	-0.2	9	11	1	4	-6
CCOC(=O)C1CCN(C(=O)Cn2cc(C(=O)OC)c3ccccc32)CC1	4	2	-4	-1	0.0	0	4	-4	2	20

Arranged by value in DDE Tn7 FP inh (descending): four of the compounds above.
Compound	TDP2 inh	DDE Tn6 FP inh	ADAM17 inh	LEDGF integ inh	KLK7 zymogen act	DDE Tn7 FP inh	ADAM10 inh	ARFGAP1 inh	PLC-gamma1 inh	ASAP1 GAP inh
O=C(OCC(=O)N1CCCC1=O)c1cc(S(=O)(=O)N2CCOCC2)ccc1F	6	4	-3	4	0.0	8	0	5	0	-3
O=C(O)c1cc(-n2nnnc2SCc2ccc([N+](=O)[O-])cc2)ccc1Cl	-6	1	1	0	0.4	2	-1	1	3	-8
CCn1c(SCc2cccc(F)c2)nnc1-c1ccncc1	-6	0	-3	5	0.1	-4	2	-2	-1	-5
O=C(COC(=O)CCNS(=O)(=O)c1ccccc1)Nc1ccc(OC(F)F)cc1	-4	-3	-3	-1	0.6	-6	-6	10	0	13
